# Compound activity: PubChem, Sanford-Burnham Center for Chemical Genomics
# UPR XBP1 act: activators of adaptive arm of unfolded protein response (XBP1). CHO-XBP1 luciferase reporter, IRE1-XBP1 UPR activation, luminescence; percent of tunicamycin response, DMSO as zero. activation, % at 20 µM. 0.33% of 330,000 active;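 active = versus positive control, 20 µM dose yields 30% or more activation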;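 note: 100% = tunicamycin at 10 µg/mL and 0% = DMSO only wells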
#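 assay system = CHO-XBP1 luciferase reporter cells | amount = 1000 cells/well | buffer or medium = F12 plus 10% FBS | compound dosing = single point, 20 µM final compound, 1% DMSO | incubation = 16-18 h cell attachment at 37 °C, then 6 h compound exposure | detection = Steady-Glo luminescence read | controls = tunicamycin 10 µg/mL and vehicle-only wells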
# tim23-1 inh: tim23-1 yeast growth inhibition. AID 463212. S. cerevisiae tim23-1 growth, BacTiter-Glo luminescence, 24 h. 1.3% of 330,000 active. inhibition, % at 20 µM;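 active = growth inhibition of the mutant yeast at or above 50%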;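 note: temperature-sensitive mutant grown at 25 °C; plate controls were DMSO-treated mutant yeast for no effect and medium wells lacking yeast for full effect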
# Mdm2 MdmX PPI: inhibitors of human Mdm2/MdmX interaction | inhibition, % at 8 µM | O15151+Q00987 | SaOS-2 split-luciferase Mdm2/MdmX complementation, luminescence | 3% of 330,000 active;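 active = inhibition of at least 50% at 8 µM in the primary screen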
# APJ antag: blocks the human apelin receptor APJ | CHO-K1 APJ beta-arrestin complementation, luminescence | inhibition, % at 20 µM | P35414 | 0.32% of 330,000 active;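 active = inhibition above about 40% at 20 µM, limit read from the data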;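 note: cells challenged with 10 nM apelin-13 agonist together with compound; plate controls were apelin-13 plus DMSO wells for no effect and DMSO wells lacking apelin-13 for full effect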
# Target sequence (P35414 whole entry, looked up): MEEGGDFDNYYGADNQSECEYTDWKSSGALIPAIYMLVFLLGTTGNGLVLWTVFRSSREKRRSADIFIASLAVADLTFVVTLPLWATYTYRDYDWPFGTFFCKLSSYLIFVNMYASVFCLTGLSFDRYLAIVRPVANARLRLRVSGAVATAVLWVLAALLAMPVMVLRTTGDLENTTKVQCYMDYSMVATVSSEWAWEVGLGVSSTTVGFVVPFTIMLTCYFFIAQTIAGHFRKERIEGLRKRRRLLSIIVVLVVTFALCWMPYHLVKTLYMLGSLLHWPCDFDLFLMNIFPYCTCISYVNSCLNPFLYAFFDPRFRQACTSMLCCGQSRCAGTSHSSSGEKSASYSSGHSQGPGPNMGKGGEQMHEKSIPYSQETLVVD
# TIM10 inh: TIM10 yeast growth inhibition | S. cerevisiae TIM10 strain growth, BacTiter-Glo luminescence, 24 h | inhibition, % at 10 µM | 1.4% of 330,000 active;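 active = inhibition of 40% or more at the single tested concentration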;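 note: wild-type TIM10 isogenic control strain grown at permissive 25 °C; 0% = DMSO yeast wells and 100% = minimal medium wells without yeast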
# CXCR6 inh: blocks human CXCR6 beta-arrestin recruitment. CHO-K1 PathHunter CXCR6 beta-arrestin, luminescence. inhibition, % at 20 µM. 0.36% of 360,000 active. AID 602244; in the data active = inhibition above about 34%, passing the limit was not always enough;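 note: antagonist mode with CXCL16 agonist at 10 nM final; 0% = 10 nM CXCL16 with DMSO and 100% = unstimulated wells without agonist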
# Target sequence (O00574 whole entry, looked up): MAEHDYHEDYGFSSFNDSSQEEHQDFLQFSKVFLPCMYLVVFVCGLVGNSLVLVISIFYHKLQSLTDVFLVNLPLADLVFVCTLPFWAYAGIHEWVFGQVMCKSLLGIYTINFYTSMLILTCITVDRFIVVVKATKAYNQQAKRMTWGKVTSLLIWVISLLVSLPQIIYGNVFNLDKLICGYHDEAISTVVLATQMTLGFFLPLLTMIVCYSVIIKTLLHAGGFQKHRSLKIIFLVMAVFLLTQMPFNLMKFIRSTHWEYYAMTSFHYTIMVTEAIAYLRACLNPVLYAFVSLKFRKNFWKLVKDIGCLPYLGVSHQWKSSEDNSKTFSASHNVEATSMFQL
# APJ agonist: agonists of human APJ apelin receptor; activation, % at 20 µM; CHO-K1 APJ PathHunter beta-arrestin, luminescence; 0% DMSO wells, 100% apelin; 0.11% of 330,000 active;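 active = activation more than six SD over the plate average, tested at 20 µM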;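 note: 0% = DMSO alone and 100% = apelin-13 at 10 nM; some results filed as inactive read as strong as hits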
#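 Incubation: overnight seeding, 90 min compound at 25 °C, 1 h detection; test system: PathHunter CHO-K1 APJ (AGTRL-1) beta-arrestin reporter cells; amount: 1000 cells/well; doses: one dose, 20 µM compound, 1% DMSO; measured by: beta-gal luminescence; measure: agonist-driven arrestin binding to APJ; benchmarks: negative DMSO alone, positive Apelin-13 at 10 nM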
# tim10-1 inh: growth inhibitors of tim10-1 mutant yeast; inhibition, % at 20 µM; 2.2% of 330,000 active; S. cerevisiae tim10-1 ts strain growth, BacTiter-Glo, 24 h;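 active = inhibition of at least 40%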;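 note: mutant grown at 25 °C; 0% = DMSO wells with yeast and 100% = wells holding no yeast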
# CHOP UPR activ: activators of apoptotic arm of unfolded protein response (CHOP); CHO-CHOP luciferase reporter, UPR activation, luminescence; percent of tunicamycin response over DMSO baseline; 0.34% of 330,000 active; AID 449763; activation, % at 10 µM;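 active = at 10 µM dose, activation of 40% or more, normalized to positive control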;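 note: 100% = tunicamycin at 10 µg/mL and 0% = DMSO alone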
#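 Assay system: CHO-CHOP cells, stable luciferase reporter of PERK-eIF2a-CHOP signalling / Buffer or medium: F12 plus 10% serum / Compound dosing: one dose, 10 µM in 0.5% DMSO / Times: 6 h compound treatment, 37 °C / Technique: luciferase luminescence / Read-out: % reporter activation, DMSO baseline versus tunicamycin full activation / Benchmarks: tunicamycin and DMSO controls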
# An asterisk follows results filed as active. These rows are one share of the data; the hit share may differ from the screen's.
# Every second line gives: UPR XBP1 act	tim23-1 inh	Mdm2 MdmX PPI	APJ antag	TIM10 inh	CXCR6 inh	APJ agonist	tim10-1 inh	CHOP UPR activ
- CCc1nnc(NC(=O)CSc2nc3c(C)cccc3[nH]2)s1
→ -1	2	7	4	9	-5	2	20	1.4
- CCN(CC)CC(=O)Nc1scc2c1c(=O)oc1ccccc12
→ 3	7	-46	4	14	2	-3	-1	7.4
- Cc1c(N=C2N=C(NC(=O)NC(C)(C)C)c3ccccc32)c(=O)n(-c2ccccc2)n1C
→ 8	14	9	-13	-4	3	-2	23	-1.8
- Cc1ccc(C(=O)NC(C)c2ccc(C)c(C)c2)s1 (stereo not given)
→ -3	5	13	9	18	-3	0	-10	-0.2
- C=Cc1ccc(C(=O)N2CCCC(Nc3ccc4c(c3)OCCO4)C2)cc1 (stereo not given)
→ -3	23	-8	-12	0	-2	1	11	-1.1
- Clc1ccccc1C(c1ccccc1)(c1ccccc1)n1ccnc1
→ -5	-23	22	2	-103	19	24	-177	12
- COc1ccccc1N1CCN(C(=O)c2ccc(N3CCCCS3(=O)=O)cc2)CC1
→ -3	-3	15	13	1	0	-2	-8	-1.4
- CCOc1ccc(NC(=O)CN(C)C(=O)c2ccccc2OCCOc2ccccc2)cc1OCC
→ 1	21	6	6	-1	3	-4	10	-1.7
- O=C(NCC(c1ccco1)N1CCCCC1)c1ccc(S(=O)(=O)Nc2ccccc2Cl)cc1 (stereo not given)
→ 0	3	28	-5	7	2	-3	4	0.8
- COc1ccc(CNC(=S)Nc2ccc(F)c(Cl)c2)cc1
→ 0	38	-8	-17	31	-5	-2	5	0.8
- CC(Oc1ccccc1)C(=O)N=C1SC2CS(=O)(=O)CC2N1CCc1ccccc1 (stereo not given)
→ -3	20	17	-37	-3	4	-4	14	0.8
- COc1ccc(CN2CCN(Cc3cc4ccccc4o3)CC2CCO)c(F)c1 (stereo not given)
→ -2	-1	14	20	-2	0	0	4	-1.4
- O=[N+]([O-])c1ccc(N2CCCC2)cc1N1CCCC1
→ 2	22	14	2	0	10	11	6	-1.2
- Cc1cc(C)nc(SCC(=O)N(C)C)n1
→ 0	3	-10	-9	-9	0	1	9	0.0
- O=C(c1ccc2ccccc2c1)C1CCCN(C(=O)c2cccnc2)C1 (stereo not given)
→ -5	22	-9	17	9	-11	-4	16	-0.3
- Cn1ccnc1Sc1nc(Nc2cccc(Cl)c2)nc(N2CCOCC2)n1
→ 7	-7	-4	-6	25	-1	-2	22	2.2
- COCCNC(=O)C(=O)Nc1ccc(Br)cc1
→ 3	11	-27	13	8	6	-1	3	3.9
- Cc1n[nH]c(=O)c2c(NC(=O)COC(=O)Cc3ccc(Cl)cc3Cl)oc(C)c12
→ -1	13	-7	21	9	-10	9	-7	2.8
- Cc1ccc(NC(=O)C(C)Sc2nnc(C)n2C2CC2)cc1S(=O)(=O)N1CCOCC1 (stereo not given)
→ 2	-10	16	4	4	9	-3	-1	-2.3
- O=C(Nc1ccccc1)O/N=C/c1ccc(F)cc1
→ -5	18	-78	4	3	3	-4	3	3.5

# Next part (2 carried over from the part before).
# Every second line gives: UPR XBP1 act	tim23-1 inh	Mdm2 MdmX PPI	APJ antag	TIM10 inh	CXCR6 inh	APJ agonist	tim10-1 inh	CHOP UPR activ
- Cc1ccc(NC(=O)C(C)Sc2nnc(C)n2C2CC2)cc1S(=O)(=O)N1CCOCC1 (stereo not given)
→ 2	-10	16	4	4	9	-3	-1	-2.3
- O=C(Nc1ccccc1)O/N=C/c1ccc(F)cc1
→ -5	18	-78	4	3	3	-4	3	3.5
- CCCC1=NN2C(=N)/C(=C\c3cc(C)n(-c4cc(C)cc(C)c4)c3C)C(=O)N=C2S1
→ -1	11	21	9	6	14	-2	5	0.2
- CN(CC(=O)Nc1ccc(C#N)cc1)Cc1ccc(Cl)cc1
→ -2	25	-27	0	-1	2	0	8	-1.8
- Cc1cnc(C(=O)OC(C(=O)c2ccccc2)c2ccccc2)cn1 (stereo not given)
→ -1	-2	4	13	-5	8	-2	4	2.1
- Cc1ccc(C(C(=O)NC(C)(C)C)N(Cc2ccco2)C(=O)Cn2nnc(-c3cccs3)n2)cc1 (stereo not given)
→ -2	-3	36	0	8	7	-10	27	1.6
- COc1ccc(Cl)cc1S(=O)(=O)N1CCCC(C(=O)NCC(N)=O)C1 (stereo not given)
→ 0	6	5	-22	13	-10	11	-5	-1.4
- COc1cc(/C=C/C(=O)O)cc(S(=O)(=O)N2CCc3ccccc32)c1OC
→ -4	12	6	13	1	1	-3	10	0.4
- COc1ccc(-c2nnc3sc(-c4ccco4)nn23)cc1OC
→ 2	-24	12	11	-19	-11	-5	-2	4.1
- CC(=O)Nc1nc(-c2ccc(Br)s2)cs1
→ 4	9	-18	-5	-13	-3	-5	16	0.6
- CCOc1ccc(OCCCC(=O)N2CCN(S(=O)(=O)c3ccc(Cl)cc3)CC2)cc1
→ 2	2	11	7	-2	-2	-3	1	1.9
- CCn1cc(C(=O)NCCCOC)c(=O)c2cc(S(=O)(=O)N(C)C)ccc21
→ -1	8	-7	-4	2	4	-2	-17	-1.4
- CN(CC(=O)Nc1ccc(S(=O)(=O)N2CCCC2)cc1)Cc1ccc(Cl)cc1Cl
→ -1	33	7	-15	3	-6	-3	46*	0.3
- COC(=O)CSc1nnc(CNS(=O)(=O)c2ccc(Cl)cc2)n1C
→ -1	13	-34	5	0	-6	0	6	-0.1
- CCN(CC)S(=O)(=O)c1cccc(NC(=O)Nc2cccc(C(F)(F)F)c2)c1
→ 8	12	68*	-14	18	-11	6	39	9.5
- CCN1C(=O)/C(=C/c2ccc(C)s2)NC1=S
→ 0	30	9	19	41*	4	0	36	1.8
- NC(=O)CNC1CC(=O)N(CCc2ccccc2)C1=O (stereo not given)
→ -4	23	-25	-5	-3	-1	-4	4	-1.7
- CC(=O)Nc1c(-c2ccccc2)nc2cc(C)ccn12
→ 3	-5	10	12	-7	-4	2	-14	-1.3
- Cc1ccccc1N1CCN(S(=O)(=O)c2nnc(NC(=O)CC(C)C)s2)CC1
→ 3	12	-4	21	5	2	0	7	0.0
- c1nc2ccc(Cc3ccc4nc[nH]c4c3)cc2[nH]1
→ -5	-18	23	-3	-16	-7	0	-19	0.3
- CCOc1ccc(N(CC(=O)NC2CCCC2)C(=O)CCC(=O)Nc2nc(C)cs2)cc1
→ -3	-1	18	2	-4	-8	-5	1	1.3
- CCN(CC(=O)Nc1ccc(S(=O)(=O)N2CCCC2)cc1)Cc1ccccc1
→ -3	12	-6	-7	7	10	-1	21	-2.2
- O=C(NCC1CCN(S(=O)(=O)c2ccccc2)CC1)Nc1ccc(F)cc1F
→ -2	13	-15	-4	-3	1	2	23	0.3
- O=C(NCCCN1CCCC1=O)Nc1cc(Cl)ccc1Cl
→ -4	-1	10	2	0	-4	-3	-15	1.9
- CCN(CC)S(=O)(=O)c1ccc(N2CCOCC2)c(NC(=O)CC23CC4CC(CC(Br)(C4)C2)C3)c1
→ -2	15	19	9	4	7	0	35	-1.7
- O=C(C1CC1)N1CCc2cc(Br)cc(S(=O)(=O)NC3CCCCC3)c21
→ 1	21	20	12	27	-3	5	26	-0.8
- CCc1ccc(C(=O)COC(=O)CNC(=O)c2ccc(Br)o2)cc1
→ -2	13	-20	8	-1	-6	-3	16	0.2
- CCS(=O)(=O)c1ccc2c(c1)N(S(=O)(=O)c1ccc(C)cc1)CC(C(=O)O)O2 (stereo not given)
→ -3	4	8	-2	-4	-1	-1	-8	-0.1
- COc1cccc(CNC(=O)Cc2nc3nc(C)cc(C)n3n2)c1
→ -1	-8	10	9	1	-6	-5	2	-0.7
- CCOC(=O)Cn1c(=NC(=O)c2cc(-c3cccs3)nc3ccccc23)sc2cc(S(N)(=O)=O)ccc21
→ 2	0	32	25	2	0	-3	19	4.9
- COC(=O)c1ccc(NC(=O)C(=O)c2cn(CC(=O)N3CCOCC3)c3ccccc23)cc1
→ 5	8	55*	-3	2	4	1	22	4.5
- O=C(CCCN1Cc2ccccc2C1)c1ccc(F)cc1
→ -2	7	17	20	10	-4	-2	7	0.5
- CC(NCC1COc2ccccc2O1)C1COc2ccccc2O1 (stereo not given)
→ -2	11	-3	9	-16	3	-4	13	2.6
- COc1ccc(N2C(=O)CSC2c2ccc(F)c(F)c2)cc1 (stereo not given)
→ 2	9	2	2	0	0	1	15	-0.7
- O=C(CCNC(=O)c1ccc(Cl)cc1)Nc1c(F)c(F)cc(F)c1F
→ 3	-4	-28	3	-21	10	-2	-4	2.6
- COc1ccc(-n2c(Cc3cccn3C)nnc2SCC(=O)NC2CCCCC2)cc1
→ 0	22	5	-53	7	11	-4	25	-0.3
- CC(C)(C)NCC(O)COc1c(F)cc(Br)cc1F (stereo not given)
→ 3	6	19	17	15	-4	-3	3	19
- CCN(Cc1ccccc1)S(=O)(=O)c1ccc(C(=O)N(CCCN(C)C)c2nc3cc(C)cc(C)c3s2)cc1
→ 18	25	98*	30	-1	16	1	52*	24
- Cc1nc2cc(CC(=O)O)ccc2o1
→ 1	8	9	7	1	-3	2	0	0.6
- CCN1C(=O)N(CC)C2C1N(C(C)=O)C(=O)N2C(C)=O (stereo not given)
→ -5	11	2	14	-4	2	0	8	-1.6
- Cc1cccc(-c2nc(CN3CCN(C(=O)C4CCCO4)CC3)cs2)c1 (stereo not given)
→ 1	18	9	2	10	1	8	11	2.4
- CC(C)C(C)NC(=O)CN1C(=O)NC2(CCc3ccccc3C2)C1=O (stereo not given)
→ -3	-2	6	24	1	-5	-3	8	-2.4
- O=c1[nH]c(=O)n(Cc2ccco2)c2c1C(C(F)(F)F)(C(F)(F)F)N=C(c1ccc(F)cc1)N2
→ 5	-21	65*	5	-31	-12	0	3	3.7
- CCCN1CCC(NC(=O)c2cccc(Oc3ccccc3)c2)CC1
→ -5	-13	20	10	-14	7	-5	-8	-1.2
- O=C(COc1cc(F)ccc1[N+](=O)[O-])Nc1ccc2c(c1)OCO2
→ 5	-6	-21	-6	-10	0	-4	-1	3.6
- O=C(NCc1ccc(F)cc1)c1cnc(Cl)c(Cl)c1
→ 2	9	18	12	7	-5	-1	-5	7.1
- Fc1ccc(/C=C\c2nccc3c2[nH]c2ccccc23)cc1
→ 5	26	39	-12	25	-2	2	32	1.6
- COc1cc2c(cc1OC)C(c1ccccc1F)OC(=O)C2 (stereo not given)
→ 1	-21	3	11	-25	6	-1	-18	-1.6
- CCN1CCN(S(=O)(=O)c2ccc(C(=O)Nc3ccccc3)cc2)CC1
→ -4	7	25	-1	4	1	0	5	-0.3
- COc1ccccc1NC(=O)/C(=N/OCc1ccc(C#N)cc1)C(C)=O
→ 0	26	3	10	8	5	-1	26	-0.6
- O=C(COC(=O)c1cc[n+]([O-])cc1)Nc1ccc([N+](=O)[O-])cc1Cl
→ 6	-1	12	-9	-11	-8	-2	-6	-1.7
- CS(=O)(=O)c1ccc(Cl)c(NC(=O)CN2C(=O)C3CCCCC3C2=O)c1 (stereo not given)
→ -5	0	5	7	0	1	2	11	0.0
